From PubChem BioAssay
HTRA1 inh – blocks human HTRA1 serine peptidase; Q92743; recombinant HTRA1, FP-rhodamine activity-based probe, fluorescence polarization; inhibition, % at 5.96 µM; 340,000 tested, 0.5% active; in the data active means inhibition above about 36%;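 further: 0% = enzyme with DMSO and 100% = wells lacking enzyme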
PG9 Ab binder – small molecules binding HIV-1 gp120 antibody PG9 | TR-FRET gp120-PG9 antibody binding | 360,000 tested, 0.43% active | inhibition, % at 6.7 µM; in the data active means inhibition above about 8.5%
PRMT1 FP inh – blocks human protein arginine methyltransferase 1. 370,000 tested, 1.3% active. recombinant PRMT1, activity-based probe fluorescence polarization. Q99873. AID 652257. inhibition, % at 2.79 µM;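 active means inhibition above about 21% made by adding two undisclosed values, limit read from the data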
mABHD4 FP – inhibits mouse alpha/beta hydrolase domain 4 | Q8VD66 | purified mABHD4, FP-Rh probe fluorescence polarization | inhibition, % at 8.92 µM | 370,000 tested, 0.54% active;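 active means inhibition exceeding the mean over every tested compound plus 3 SD, cut at about 30% in these data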;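 further: 0% = plate median of compound wells and 100% = S159A mutant with DMSO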
Target sequence (Q8VD66 whole entry, looked up, the tested form may be a part): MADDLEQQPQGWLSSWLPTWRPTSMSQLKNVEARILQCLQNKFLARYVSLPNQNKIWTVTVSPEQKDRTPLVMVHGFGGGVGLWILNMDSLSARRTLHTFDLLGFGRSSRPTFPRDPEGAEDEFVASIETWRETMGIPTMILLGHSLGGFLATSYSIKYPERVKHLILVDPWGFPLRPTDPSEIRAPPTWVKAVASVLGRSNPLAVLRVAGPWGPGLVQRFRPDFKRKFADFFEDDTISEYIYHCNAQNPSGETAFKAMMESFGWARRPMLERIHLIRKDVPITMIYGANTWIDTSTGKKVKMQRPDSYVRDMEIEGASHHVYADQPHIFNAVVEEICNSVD
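Assay system: wild-type mouse ABHD4 protein; compound: single nominal dose of 8.92 µM, 0.89% DMSO final; schedule: 45 min + 60 min at 25 °C; measured by: FP readout, ex 525 nm / em 598 nm; evaluation: % inhibition of FP-Rh probe binding versus controls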
rCAG RNA binder – binds r(CAG) RNA repeats; r(CAG) RNA repeat, TO-PRO-1 dye displacement fluorescence; inhibition, % at 3 µM; 370,000 tested, 1.3% active; AID 651821;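 active means inhibition above the plate cutoff, the mean of all test compounds on that plate plus 3 SD, cut at about 35% in these data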;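 further: 0% = DMSO alone and 100% = 100 µM mitoxantrone as full dye displacement; higher means more dye released from RNA so lower well fluorescence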
LEDGF integ inh – blocks HIV-1 LEDGF/p75-dependent DNA integration; TR-FRET IN-LEDGF/p75 DNA integration, Eu/Cy5; inhibition, % at 3.7 µM; 370,000 tested, 0.64% active;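 active means inhibition above the screen-wide mean plus 3 SD, cut at about 13% in these data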;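 further: signal is the Cy5 over europium emission ratio at 671 and 618 nm; 0% = plate median of compound wells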
NR1D1 modulator – Rev-erb alpha (human) modulation. Rev-erbα–FITC-DNA binding, fluorescence polarization, 90 min. activity, % at 10 µM. 370,000 tested, 0.79% active. AID 1259318;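 active means activity above about 14%, limit read from the data; passing the limit was not always enough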;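 further: 0% = DMSO wells with 35 nM protein and 100% = DMSO wells with 750 nM protein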
SIAE inh – human SIAE inhibition, primary screen; inhibition, % at 9.66 µM; 370,000 tested, 0.69% active; SIAE FP-Rh probe binding, fluorescence polarization; Q9HAT2; AID 1053197;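 active means inhibition above a cutoff: mean of compounds within the control limits plus 3 SD of those, cut at about 17% in these data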;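 further: 0% = plate median of compound wells and 100% = probe without SIAE protein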
Target sequence (Q9HAT2 whole entry, looked up): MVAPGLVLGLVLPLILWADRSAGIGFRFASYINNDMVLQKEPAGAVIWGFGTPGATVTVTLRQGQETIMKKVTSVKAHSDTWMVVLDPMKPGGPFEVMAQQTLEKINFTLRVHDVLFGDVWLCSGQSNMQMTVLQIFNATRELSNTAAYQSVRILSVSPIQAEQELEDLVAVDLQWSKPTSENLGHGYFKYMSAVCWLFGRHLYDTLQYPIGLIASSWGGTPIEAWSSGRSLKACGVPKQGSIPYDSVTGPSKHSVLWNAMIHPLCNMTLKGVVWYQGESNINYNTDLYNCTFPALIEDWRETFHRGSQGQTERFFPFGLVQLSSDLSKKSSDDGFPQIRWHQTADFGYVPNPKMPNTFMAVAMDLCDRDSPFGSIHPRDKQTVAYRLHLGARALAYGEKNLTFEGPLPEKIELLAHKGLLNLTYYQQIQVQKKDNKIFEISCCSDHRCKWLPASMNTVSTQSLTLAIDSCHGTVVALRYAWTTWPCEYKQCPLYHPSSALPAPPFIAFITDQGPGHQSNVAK
TCR CD3 inh – human TCR-CD3 binding inhibition; TAMRA-labeled TCR probe fluorescence, biochemical; inhibition, % at 9.4 µM; 360,000 tested, 0.37% active; AID 651800; in the data active means inhibition above about 19%;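 further: recombinant mutant TCR 2C K166C tagged with TAMRA read by polarization; 0% = receptor in buffer alone and 100% = receptor with positive control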
TDP2 absorb – TDP2 (human) inhibition, absorbance primary screen | O95551 | recombinant TDP2, T5PNP hydrolysis, p-nitrophenol absorbance 415 nm | inhibition, % at 12.8 µM | 370,000 tested, 0.34% active | AID 720702;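 active means inhibition above the mean of all tested compounds plus 3 SD, set per campaign, cut at about 25% in these data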;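 further: 0% = DMSO with enzyme and 100% = buffer with substrate but no TDP2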
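Incubation: 2 h at 37 °C; Test system: recombinant human TDP2; Quantity: enzyme 120 nM; Read-out basis: percent inhibition; Medium: 50 mM Tris-HCl pH 7.5 with Mg2+, KCl, DTT, BSA; Repeats: single replicate; Compound: 12.8 µM single point, 1% DMSO; Signal: epi absorbance; Reagent: 5 mM T5PNP chromogenic substrate; Benchmarks: no-enzyme high, DMSO-plus-enzyme low.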
* hit, by the source's call; . = no result given. An excerpt. The share of hits here may be higher or lower than overall.

Every second line gives: HTRA1 inh	PG9 Ab binder	PRMT1 FP inh	mABHD4 FP	rCAG RNA binder	LEDGF integ inh	NR1D1 modulator	SIAE inh	TCR CD3 inh	TDP2 absorb
- Cc1cc(NC(=O)Cn2ccsc2=N)c([N+](=O)[O-])cc1C
→ -17.3	-2.6	-5.8	-4.3	1.6	-6.5	1.8	14.0	7.2	-8.9
- Cc1nn(-c2ccccc2)c(C)c1NC(=O)COC(=O)c1ccc(Cl)c(S(N)(=O)=O)c1
→ -3.5	-0.2	-0.4	-1.7	6.5	-2.5	0.7	-8.4	-1.6	-0.2
- c1nc(N2CCC3(CC2)OCCO3)c2c3c(sc2n1)CCCC3
→ -8.1	-0.5	-1.6	1.4	-8.5	1.3	-2.5	-5.7	2.6	-10.8
- O=C(Nc1cccc(NC(=O)c2cccc(F)c2)c1)c1ccccc1
→ -15.2	-0.5	-3.7	-8.2	2.1	2.8	6.7	-0.9	2.6	2.6
- NC(=O)C1CCN(CC(O)COCc2ccccc2Cl)CC1 (stereo not given)
→ 6.4	-0.1	3.6	6.1	0.1	-0.7	0.5	6.8	-10.4	-7.9
- CCC1CCCCN1C(=O)CSc1nnc(CNC(=O)c2c(F)cccc2Cl)o1 (stereo not given)
→ 0.7	-0.7	-2.0	3.5	-1.7	0.8	-3.1	1.3	0.2	8.8
- CC(=NCCCn1ccnc1)c1c(O)n(Cc2ccccc2)c(=O)[nH]c1=O
→ -11.1	0.8	4.4	3.0	-2.0	-3.7	-3.3	-1.9	-3.6	4.4
- CCNC(=O)CSc1nc(-c2ccccc2)cs1
→ 3.2	0.2	-2.5	7.4	-2.1	2.4	-4.9	1.1	3.7	-1.6
- O=C1C=C(O)c2c(O)cc(O)c(O)c2C1=O
→ 77.8*	-34.6	46.7*	84.0*	56.2*	60.2*	-29.9	50.6*	63.5*	-5.3
- CCc1ccc(N2CC(C(=O)OCC(=O)NNC(=O)c3ccccc3)CC2=O)cc1 (stereo not given)
→ -3.9	0.8	9.3	5.5	0.0	-1.8	-1.1	-2.8	-1.2	-8.0
- CCCN(C(=O)COC(=O)c1nc2nc(C)cc(C)n2n1)C1CCS(=O)(=O)C1 (stereo not given)
→ 1.7	1.3	-0.9	11.3	1.9	-0.3	-0.5	8.4	2.0	4.3
- O=C(NCc1ccccc1)c1ccc([N+](=O)[O-])cc1
→ .	2.2	2.7	3.7	3.1	-2.0	-10.2	-0.1	6.6	2.4
- CCOc1ccc(S(=O)(=O)Nc2ccc(C(=O)N3CCCC3)cc2)cc1C(N)=O
→ 2.1	-1.1	-0.8	3.0	-0.5	-0.1	-1.6	-2.3	1.2	-7.8
- COc1ccc(OC)c(S(=O)(=O)N(C)CC(=O)Nc2cc(Cl)ccc2OC)c1
→ -16.6	-2.1	-0.9	-7.4	1.4	-0.5	0.5	-2.5	3.2	-4.3
- CCN(C(=O)Cn1c(Cl)nc2c1c(=O)n(C)c(=O)n2C)C1CCCCC1
→ -4.2	-0.5	-0.7	4.3	0.2	-0.7	5.4	-2.4	7.7	-0.2
- O=C(COC(=O)Cc1ccccc1[N+](=O)[O-])Nc1nnc(-c2ccccc2)o1
→ 3.0	0.1	-1.7	-1.6	17.9	0.3	3.4	5.2	8.1	9.2
- O=c1c2ccccc2nc2sc3ccccc3n12
→ -1.4	-1.1	0.5	-3.0	-1.0	-1.9	21.6*	-4.0	-2.7	3.1
- O=c1[nH]c2cccc(F)c2n2cccc12
→ -1.3	-0.7	-4.4	-8.8	1.3	5.1	2.9	11.4	4.7	4.7
- N#CC1=C(N)OC2=C(C(=O)CCC2)C12CCN(C(=O)OCc1ccccc1)CC2
→ -0.3	-0.1	5.8	3.7	-3.8	-2.0	-1.7	1.0	-7.1	8.8
- CN(C(=O)c1ccno1)c1nnc(-c2cccnc2)s1
→ 0.7	-0.9	0.7	0.4	-0.5	-2.3	-0.6	-1.0	8.0	7.1
- CC(C)(C)C(=O)Nc1ccc(S(=O)(=O)Nc2nccs2)cc1
→ -8.7	-0.9	0.5	-0.6	1.0	6.8	-3.0	7.7	3.8	-2.8
- COc1cccc(NC(=O)COC(=O)c2c(NC(C)=O)sc(C)c2C)c1
→ -7.0	0.8	3.2	-4.3	2.2	2.3	14.0	7.2	0.7	5.0
- Cc1n[nH]c(=O)c2c(NC(=O)CSc3nnnn3-c3ccc(O)cc3)oc(C)c12
→ 3.8	0.2	7.2	2.1	1.6	3.0	-9.6	5.6	6.8	2.5
- O=C(CCS(=O)(=O)c1cccs1)Nc1ccc(C(=O)NCc2ccccc2)cc1
→ -10.0	1.4	2.4	-0.8	8.6	-0.9	1.3	-2.6	-4.2	4.3
- O=C(CCc1ccccc1)NCC(=O)N/N=C/c1ccc(O)cc1O
→ 4.1	-0.7	3.5	-6.3	2.9	-11.8	-0.4	6.5	-9.1	-15.2
- C[C@@H]1CCC(=O)N(CC[C@H](Oc2ccccc2)c2ccccc2)CC1
→ -11.1	-1.5	-2.9	-14.5	-8.8	2.9	5.4	-4.8	5.4	-14.6
- O=C(O)CCC(CNS(=O)(=O)c1ccccc1)C(F)(F)F (stereo not given)
→ 5.1	0.7	2.9	-1.0	-2.4	-6.4	-6.6	-2.7	5.4	-2.2
- Cc1ccc(NC(=O)c2ccco2)c(NC(=O)COc2ccccc2)c1
→ 9.0	-0.4	-3.0	7.1	3.8	-0.9	-1.5	-1.6	7.2	7.9
- COC(=O)C(Cc1ccccc1)NC(=O)C(CC(C)C)NC(=O)OC(C)(C)C (stereo not given)
→ 2.0	0.3	-0.5	0.8	-3.5	-5.8	-7.1	1.9	-8.4	0.1
- O=C(CCN1CCN(c2ccccc2)CC1)Nc1ccc(Cl)cc1
→ 2.4	1.1	-1.0	7.4	-7.3	1.0	4.2	-1.4	-4.8	-0.8

Further compounds
Every second line gives: HTRA1 inh	PG9 Ab binder	PRMT1 FP inh	mABHD4 FP	rCAG RNA binder	LEDGF integ inh	NR1D1 modulator	SIAE inh	TCR CD3 inh	TDP2 absorb
- CC(C)CN1C(=O)[C@@]2(CC(=O)N(C)C2c2ccccc2)c2cc(-n3cc(-c4ccccc4)nn3)ccc21 (stereo not given in full)
→ .	.	-0.1	4.9	5.1	-2.2	4.8	2.8	.	-4.0
- CC1C(=O)N(Cc2cn(Cc3ccco3)nn2)CCS(=O)(=O)N1Cc1ccc(-c2ccc(F)nc2)cc1 (stereo not given)
→ -0.2	-1.9	5.8	-7.1	16.0	6.7	2.2	-2.5	-0.4	-5.3
- O=C(CCCCCNc1nc(=S)[nH]c2ccccc12)NCc1ccccc1Cl
→ .	3.7	-2.6	-8.6	0.9	3.3	48.7*	-16.6	7.8	-4.7
- Cc1nc2c(OCc3ccc(C#N)cc3)cccn2c1N(C)Cc1cccs1
→ .	-0.4	4.4	5.2	3.6	-0.8	-3.5	8.8	1.9	1.1
- CCN(C(=O)c1nn(-c2ccc(OC)cc2)c(=O)c2c1c1ccccc1n2C)c1ccc(OC)cc1
→ -2.6	-0.2	-0.2	0.8	0.4	-0.6	1.0	-0.9	8.3	7.3
- CCOc1ccccc1NC(=O)C(NCC1CCCCC1)c1ccccc1 (stereo not given)
→ -42.0	2.3	-0.7	-6.6	-4.2	0.1	-0.2	-2.9	0.2	-21.6
- O=C(/C=C/c1ccccc1)Nc1nnc(-c2ccco2)o1
→ 2.4	-1.2	-3.7	1.1	-0.4	5.6	1.3	-6.2	3.1	-3.4
- COC(=O)c1ccccc1SC(CC(=O)c1ccccc1)c1ccc(F)cc1 (stereo not given)
→ -24.3	-1.9	42.6*	-14.8	34.2	1.8	2.0	-3.0	3.4	1.6
- CCCCCCCCN1C(=O)[C@@H](CC(=O)NCc2cccs2)C[C@@]2(C(=O)OC)C1=C[C@H](C1CCCC1)O[C@@H]2C
→ .	0.6	0.3	-13.1	1.8	-1.6	-4.4	1.7	1.4	-3.7
- COc1ccc(CN(C)CC(=O)NC(=O)Nc2ccccc2F)cc1
→ -0.8	-2.0	-0.6	-6.9	0.2	-1.7	-0.2	0.8	6.1	2.5
- Cc1cccc(C)c1NC(=O)C(c1ccccc1)N1CCN(c2ccc(C(F)(F)F)cn2)CC1 (stereo not given)
→ .	-0.7	-1.8	-3.0	4.3	-4.7	-7.5	-13.5	8.3	-5.7
- Cn1c(-c2sc3cc(C(F)(F)F)cnc3c2-c2ccccn2)n[nH]c1=S
→ .	-1.1	9.3	-13.4	-4.1	-4.9	4.2	-3.4	-9.2	-9.8
- Cc1ccc(CNC(=O)C2CCC(=O)N2CCc2ccccc2)cc1 (stereo not given)
→ 2.2	-0.3	0.1	0.3	-2.4	-2.4	2.1	-7.5	2.7	-12.9
- COc1ccc(Cl)cc1NC(=O)C1CSC(c2ccncc2)=N1 (stereo not given)
→ -2.6	0.0	-1.2	3.6	4.0	0.1	3.0	-16.7	5.8	3.7
- CC1=NN(Cc2ccccc2)C(=O)C1
→ 6.7	-1.1	3.0	-1.0	0.1	7.1	4.3	2.7	-3.7	57.8*
- O=Cc1ccc(C(=O)O)cc1
→ 2.4	-1.0	1.0	2.5	-1.5	3.5	-5.6	1.0	6.1	0.4
- Cc1c(Cl)cccc1NC(=S)N1CCN(C(=O)c2ccco2)CC1
→ 2.1	0.7	4.0	10.5	-1.7	-1.2	1.6	-0.7	-5.2	7.4
- CSc1ncccc1C(=O)OCC(=O)NC1CC1
→ 4.1	-1.3	3.8	2.5	0.9	-6.8	-3.9	1.0	-3.0	1.8
- CC1(C)CC(NC(=O)c2cccc(S(=O)(=O)Nc3cccc(Cl)c3)c2)CC(C)(C)N1
→ 3.3	-0.4	2.0	9.9	6.1	-1.8	-2.2	-1.8	0.5	4.2
- Cc1ccnc(NCc2ccc(Br)cc2)c1
→ -9.5	2.1	1.7	2.7	-6.8	-2.7	3.1	-7.2	-1.5	-5.7
